Sm TGR block: qHTS Assay for the Inhibitors of Schistosoma Mansoni Peroxiredoxins | Schistosoma mansoni thioredoxin glutathione reductase (TGR), Q962Y6 | purified TGR, DTNB reduction, TNB absorbance 405 nm | Potency, µM (series often up to 114 µM), inactives show at the top dose activity change, negative = inhibition, usual class: inhibitors | actives 3% (n = 360,000); also: potency is read from the fitted curve at half-maximal effect; nearly all actives have a fitted effect of over 60% in size
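Kinetic colorimetric format: TGR-catalysed, NADPH-driven DTNB reduction monitored via TNB absorbance. Enzyme dispensed at 20 nM; compound exposure 15 min at room temperature before reaction start.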
AMA1 RON2 block: qHTS for Inhibitors of AMA1-RON; Towards Development of Antimalarial Drug Lead: Primary Screen; AlphaScreen AMA1-biotinylated RON2 peptide binding; AID 720542, 2013; actives 0.2% (n = 360,000); Potency, µM (top dose mostly 58.2 µM), inactives show at the highest dose activity change, negative = inhibition, hits mostly inhibitors;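 also: potency is read from the fitted curve at half-maximal effect; 0% = vehicle wells and -100% = peptide control; nearly all actives have a fitted effect of over 45% in size; some results filed as inactive show a strong effect at the top dose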
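AMA1 (3D7) with his tag at 25 nM final met compounds first, then biotinylated RON2 peptide at 25 nM; detection used donor plus acceptor beads, 10 µg/mL apiece, read by AlphaScreen after 30 min at room temperature.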
Giardia FBPA inh: qHTS Assay for Inhibitors of Fructose-1,6-bisphosphate Aldolase from Giardia Lamblia. A8B2U2. purified Giardia FBPA. Potency, µM (titrated, usually from 59.6 µM), inactives show at the top dose activity, negative = inhibition, usual class: inhibitors. actives 0.71% (n = 290,000). AID 2451, 2010; also: potency is read from the fitted curve at half-maximal effect; nearly all actives have a fitted effect of over 55% in size
Target sequence (A8B2U2 whole entry, looked up): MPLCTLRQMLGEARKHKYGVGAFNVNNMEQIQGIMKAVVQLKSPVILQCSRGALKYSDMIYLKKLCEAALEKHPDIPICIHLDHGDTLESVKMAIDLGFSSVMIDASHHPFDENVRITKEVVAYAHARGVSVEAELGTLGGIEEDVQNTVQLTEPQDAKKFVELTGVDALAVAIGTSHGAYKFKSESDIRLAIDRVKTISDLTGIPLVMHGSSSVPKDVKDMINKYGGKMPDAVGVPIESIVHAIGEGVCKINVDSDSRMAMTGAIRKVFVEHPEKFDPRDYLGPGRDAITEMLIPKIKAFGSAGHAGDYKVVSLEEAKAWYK
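40 nM FBPA preincubated 10 min at RT with compound (up to 57.5 uM final), then substrate plus GAPDH/TPI/NAD/arsenate coupling and diaphorase/resazurin added. Fluorescence read after 20 min at RT, 525/598 nm.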
AmpC inh detg: qHTS Inhibitors of AmpC Beta-Lactamase (assay with detergent); AID 485294, 2010; actives 0.041% (n = 370,000); Potency, µM (series often up to 114 µM), without a hit: at the top dose activity change, negative = inhibition, hits mostly inhibitors; P00811; AmpC hydrolysis of nitrocefin, absorbance 480 nm, 0.01% Triton;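 also: potency is read from the fitted curve at half-maximal effect; 0% = no-compound wells and -100% = no-enzyme wells; nearly all actives have a fitted effect of over 25% in size; some results filed as inactive show a strong effect at the top dose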
Target sequence (P00811 whole entry, looked up): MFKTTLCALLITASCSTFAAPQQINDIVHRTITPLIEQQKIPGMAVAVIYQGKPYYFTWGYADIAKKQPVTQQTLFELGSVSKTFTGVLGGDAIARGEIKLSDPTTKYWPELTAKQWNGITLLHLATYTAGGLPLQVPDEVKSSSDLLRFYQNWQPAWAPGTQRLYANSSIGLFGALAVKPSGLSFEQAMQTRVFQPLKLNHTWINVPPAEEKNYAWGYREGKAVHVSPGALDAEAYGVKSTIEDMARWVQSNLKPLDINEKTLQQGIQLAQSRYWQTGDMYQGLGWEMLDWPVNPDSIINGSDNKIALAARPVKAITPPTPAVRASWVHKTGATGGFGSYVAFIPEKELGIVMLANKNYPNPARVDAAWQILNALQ
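20 mM phosphate pH 7.0 + 0.01% (detergent screen) or 0.0001% Triton X-100; 5.3 nM AmpC reagent; cpd preinc 15 min RT; nitrocefin (800 uM stock) to start; A480 q20 s × 4 min; Activity was normalised to no-enzyme and no-compound control wells.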
HCV inhibitor: qHTS Assay for Inhibitors of Hepatitis C Virus (HCV). Huh7.5.1 HCVcc-Cre infection, luciferase reporter, 44 h. Potency, µM (titrated, usually from 41.8 µM), inactives show at the top dose activity change, negative = inhibition, most hits filed as inhibitors. actives 3.4% (n = 340,000); also: potency is read from the fitted curve at half-maximal effect
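Whole-lifecycle infectious HCVcc-Cre system; cells 1,000/well, compound then virus (~0.5 moi) added 4 h after plating, 44 h culture. Luciferase read 15 sec following 15 min substrate incubation, room temp.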
HCMV antiviral: qHTS Assay for inhibitors of the human cytomegalovirus (HCMV); HFF cells, HCMV-luciferase reporter, 72 h; stronger effect = lower value; activity change, negative = inhibition, % at 57.5 µM; actives 4.5% (n = 410,000); AID 1259415, 2018; in the data active = activity change below about -60%; inconclusive = no clear call, values can overlap the other calls; inactive = above about -39%
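Two compound doses tested in HFFs infected with HCMV-luciferase, MOI 1 PFU/cell, 72 h at 37C. Lysate luminescence read with OneGlo; data normalized against buffer-only and 10uM Salinomycin inhibitor controls.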
An asterisk follows results filed as active; ? = inconclusive; nt = no result given; [ ] = dose if it differs, or a comment. Unless noted, calls follow the shape of the dose curve; as a rule, active = well fitted curve in the direction sought with a large enough effect; inconclusive = small, poorly fitted or top-dose-only effect, or another doubt; inactive = no such curve, though single readings can be large; an effect the other way counts as inactive or inconclusive. Unless noted, % is scaled to controls: 0 for no effect and ±100 for the full control effect.

Screens by letter: A = Sm TGR block; B = AMA1 RON2 block; C = Giardia FBPA inh; D = AmpC inh detg; E = HCV inhibitor; F = HCMV antiviral
> Cc1ccc(CNC(=O)CS(=O)(=O)CC(=O)O)cc1
  A: 0%; B: 18%; C: 14%; D: -3%; E: 8%; F: 40
> Cc1ccc(C2C(C#N)=C(N)Oc3n[nH]c(C)c32)cc1 (stereo unspecified)
  A: -3%; B: 6%; C: -1%; D: -8%; E: 17%; F: -14
> O=c1c2ccccc2nc(/C=C/c2ccc(F)cc2)n1-c1ccccn1
  A: -6%; B: 7%; C: 4%; D: 0%; E: 1%; F: nt
> Cc1nn(-c2ccccc2)c2sc(C(=O)c3c(N)n(C)c(=O)n(C)c3=O)cc12
  A: 0%; B: -17%; C: -2%; D: -4%; E: -18%; F: -9
> Cc1[nH]nc2c1C1(CCOC1C)C(C#N)=C(N)O2 (stereo unspecified)
  A: -21%; B: 8%; C: 5%; D: 5%; E: 5%; F: 23
> O=C(CSc1nnnn1-c1ccccc1)N1N=CCC1c1ccccc1 (stereo unspecified)
  A: 0%; B: 3%; C: 0%; D: ?; E: 7%; F: -16
> O=C(c1ccc(Br)o1)N1CCN(C/C=C/c2ccccc2)CC1
  A: 9%; B: -11%; C: 1%; D: 0%; E: 4%; F: 11
> Cc1ccc(S(=O)(=O)N2CCOCC2)cc1C(=O)NC1CCCC(C)C1C (stereo unspecified)
  A: -2%; B: 1%; C: nt; D: -20%; E: 7%; F: -20
> COc1ccc(S(=O)(=O)Nc2cc3c(C(C)=O)c(C)oc3c3ccccc23)cc1
  A: -15%; B: 11%; C: ?; D: -4%; E: 18µM*; F: -76*
> Cc1cc(C)c(NC(=O)CN(C)S(=O)(=O)c2ccc3c(c2)n(C)c(=O)c(=O)n3C)c(C)c1
  A: 1%; B: 2%; C: -12%; D: -12%; E: 1%; F: -21
> COc1ccc(OC)c(NC(=O)Cn2c(CCC(=O)O)ccc2-c2ccc(C)cc2)c1
  A: -27%; B: -4%; C: 16%; D: 7%; E: 6%; F: 13
> COc1cc(CN2CCN(c3cccc(C)c3C)CC2)cc([N+](=O)[O-])c1O
  A: -2%; B: -21%; C: ?; D: -2%; E: 7%; F: 42
> CC(C)(C)c1ccc(C(=O)NC(=S)N2CCOCC2)cc1
  A: -3%; B: 123%[activator]; C: nt; D: 3%; E: 11%; F: 63
> Cc1cc(N(C)N)nc(NC(=O)NS(=O)(=O)c2ccccc2Cl)n1
  A: 8%; B: 54%[activator]; C: ?; D: -13%; E: 0%; F: -9
> COc1ccc(Cl)cc1NC(=O)C(C)N(C)Cc1ccc(C(F)(F)F)cc1 (stereo unspecified)
  A: ?; B: -10%; C: -1%; D: 3%; E: 14µM*; F: -87*
> O=C(O)COc1ccc(Br)cc1/C=C1/SC(=O)N(CC(=O)N2CCCC2)C1=O
  A: -17%; B: -8%; C: 4%; D: ?; E: 2%; F: 23
> O=C(Cc1cccs1)Nc1cc(SCCO)cc([N+](=O)[O-])c1
  A: -10%; B: 1%; C: 9%; D: -7%; E: 1%; F: 16
> CCCn1c(SCC(=O)NC2CCCC2)nnc1C(C)C
  A: -1%; B: -6%; C: 3%; D: ?; E: 16%; F: 23
> Cc1ccc(/C=C2\SC(=O)N(CCC(=O)N3CCN(C)CC3)C2=O)cc1
  A: -7%; B: -6%; C: -6%; D: -9%; E: ?; F: -7
> Cc1nc2ccccc2nc(C)c1=NOCc1ccc(C#N)cc1
  A: 0%; B: -14%; C: -2%; D: 1%; E: -10%; F: -22
> O=C(CCc1ccc(S(=O)(=O)N2CCOCC2)cc1)Nc1c(F)cccc1F
  A: nt; B: 2%; C: nt; D: nt; E: 7%; F: 0
> Cc1cc(C(=O)Nc2ccccc2)nn1C(C)(C)C
  A: 17%; B: -14%; C: -5%; D: -13%; E: -3%; F: 61
> Cc1ccc(S(=O)(=O)C2C(=O)N(C)C3(C)CC2c2ccccc2O3)cc1 (stereo unspecified)
  A: -1%; B: -1%[2.32 µM]; C: -7%; D: -8%; E: 15%; F: -15
> Cc1cc(N2CCCCCC2)nc2ccc(F)cc12
  A: nt; B: 45%[activator]; C: nt; D: nt; E: 15%; F: -39
> CSCCC1NC(=O)N(CC(=O)Nc2cc(C)on2)C1=O (stereo unspecified)
  A: -16%; B: 17%; C: nt; D: -2%; E: 7%; F: 0
> Cn1c(COc2ccc(F)cc2)nnc1SCC(=O)NC1CC1
  A: 3%; B: 0%; C: nt; D: 5%; E: 12%; F: -17
> CCS(=O)(=O)N1CCN(C(C)CCc2ccccc2)CC1 (stereo unspecified)
  A: 1%; B: ?; C: -10%; D: -4%; E: -1%; F: 39
> CCC(=O)N1CCc2cc(CNC(=O)c3cccc(N(C)C)c3)ccc21
  A: 2%; B: nt; C: nt; D: -1%; E: nt; F: -24
> COc1ccc(CCNC(=O)c2cc(-c3ccc(C)cc3)nc3n[nH]c(-c4ccccc4)c23)cc1OC
  A: -10%; B: nt; C: nt; D: 5%; E: nt; F: -20
> N/C(=N\OC(=O)Oc1ccccc1)c1ccc([N+](=O)[O-])cc1
  A: 0%; B: ?; C: -1%; D: ?; E: 29%; F: 14
> COc1ccccc1OCCN(C#N)c1nc(N(C)C)nc(N(C)C)n1
  A: 1%; B: 10%; C: 5%; D: ?; E: ?; F: -28
> CCOC(=O)c1ccc(N2C(=O)c3n[nH]c(C)c3C2c2ccc(OC)cc2)cc1 (stereo unspecified)
  A: -1%; B: 0%; C: -3%; D: ?; E: -19%; F: 6
> CC1(C)Cc2nc3[nH]c(=S)n(-c4ccccc4)c(=O)c3cc2CO1
  A: nt; B: 61%[activator]; C: nt; D: nt; E: 14%; F: -37
> Cc1cccc(C)c1NC(=O)c1sccc1SCc1cccc(C(F)(F)F)c1
  A: 4%; B: 33%[activator]; C: -3%; D: -2%; E: -3%; F: -7
> CC1=C(C(=O)OCc2ccccc2)C(c2ccccc2[N+](=O)[O-])NC(=O)N1C (stereo unspecified)
  A: -29%; B: -12%; C: -10%; D: 0%; E: -25%; F: -8
> COCCNCc1ccc(Cl)cc1Cl
  A: nt; B: 12%; C: -3%; D: -1%; E: 11%; F: -13
> COc1ccc(C)cc1NC(=O)Nc1ccccc1
  A: -14%; B: -14%; C: 1%; D: -3%; E: 3.2µM*; F: 40
> CCOc1cc(/C=C2/C(=N)N3OC(C)=CC3=NC2=O)ccc1OC
  A: 1%; B: -10%; C: 3%; D: 0%; E: -2%; F: -35
> O=S(=O)(NCC(c1cccs1)S(=O)(=O)c1ccccc1)c1ccccc1 (stereo unspecified)
  A: 0.32µM*; B: nt; C: nt; D: 0%; E: nt; F: 27
> Cc1ccc(OCC(=O)Nc2ccccc2C(=O)N2CCCC2)cc1
  A: 4%; B: 0%; C: nt; D: -3%; E: -17%; F: -9
> Cc1onc(-c2ccccc2Cl)c1C(=O)NC(=S)NCc1cccnc1
  A: 7%; B: 12%; C: -12%; D: 6%; E: 18%; F: 2
> O=C1c2ccccc2-c2cccc(NS(=O)(=O)c3ccc(C(F)(F)F)cc3)c21
  A: -3%; B: -12%; C: 0%; D: 6%; E: 15%; F: -11
> CSc1nc2c(c(=O)n1C)SC(C)C2 (stereo unspecified)
  A: -2%; B: -6%; C: -16%; D: ?; E: 9%; F: 5
> Cc1oc2c(cc(NS(=O)(=O)c3ccc(Cl)cc3)c3ccccc32)c1C(=O)OCc1ccccc1
  A: -8%; B: nt; C: nt; D: -4%; E: nt; F: 28
> NC(=O)[C@@H]1CC2(CC(c3cccc(NC(=O)CC(c4ccccc4)c4ccccc4)c3)=NO2)CN1C(=O)COc1ccc(Cl)cc1 (stereo partly specified)
  A: 12%; B: -5%; C: -13%; D: -9%; E: ?; F: 19
> Cc1ccc(C(=O)N/C(=C/c2ccco2)C(=O)NCCCn2ccnc2)cc1
  A: -2%; B: -11%; C: -15%; D: 8%; E: 9%; F: ?
> CN(Cc1nc(-c2ccccn2)no1)S(=O)(=O)c1ccccc1
  A: -7%; B: -5%; C: 12%; D: -14%; E: ?; F: 7
> CNC(=O)c1oc(-c2ccccc2)nc1C
  A: nt; B: -4%; C: 6%; D: 0%; E: -15%; F: -15
> COc1ccc(CNC(=O)c2ccc(NC(=O)CC3SC(N4CCCC4)=NC3=O)cc2)cc1 (stereo unspecified)
  A: 4%; B: -2%; C: 3%; D: 2%; E: 12%; F: 7
> COc1cc(/C=C2/C(=N)N3C(=NC2=O)SN=C3S(C)(=O)=O)ccc1OC(=O)c1ccco1
  A: -24%; B: 5%; C: -18%; D: -6%; E: 8%; F: 12

(cont.)
Screens by letter: A = Sm TGR block; B = AMA1 RON2 block; C = Giardia FBPA inh; D = AmpC inh detg; E = HCV inhibitor; F = HCMV antiviral
> O=C(C[C@H]1C/C=C\C[C@H](Cc2ccc(F)cc2)C(=O)OCCNC1=O)NCCO
  A: nt; B: -3%; C: nt; D: nt; E: 12%; F: -18
> CN(c1ccccc1)S(=O)(=O)c1ccc2[nH]c(=O)oc2c1
  A: -3%; B: 7%; C: -8%; D: 0%; E: 3%; F: 2
> CCN(CC)S(=O)(=O)c1ccc2oc(C(=O)O)c(C)c2c1
  A: 3%; B: -3%; C: ?; D: 3%; E: 6%; F: 7
> O=C(CN1CCN(S(=O)(=O)c2ccccc2)CC1)Nc1ccccc1C(=O)NC1CC1
  A: 5%; B: -4%[11.6 µM]; C: nt; D: 4%; E: 0%; F: -8
> OC[C@H]1OC(Nc2ccc(N=Nc3ccccc3)cc2)[C@@H](O)[C@@H](O)[C@@H]1O (stereo partly specified)
  A: 8%; B: -6%; C: 6%; D: -9%; E: 14%; F: 104
> CC(=O)c1cccc(NC(=O)Cn2c(SCC(=O)Nc3ccc(F)cc3)nc3ccccc32)c1
  A: -7%; B: nt; C: nt; D: 3%; E: nt; F: 14
> CCc1ccc(NC(=O)c2sc(-n3nc(C)c(Cc4ccc5c(c4)OCO5)c3C)nc2C)cc1
  A: -4%; B: nt; C: nt; D: 22%; E: nt; F: 6
> COc1ccc([N+](=O)[O-])cc1N/C(=N/S(=O)(=O)c1ccccc1)c1ccccc1
  A: -2%; B: -26%; C: -10%; D: ?; E: -14%; F: -9
> Cc1nc2c(c3c1[nH]c1ccccc13)C(=O)CC(C)(C)C2
  A: 4%; B: 10%; C: ?; D: 3%; E: ?; F: -9
> CCN(CC)C(=O)c1ccc(-c2nnc(Nc3ccc(C(=O)NC)cc3)c3ccccc23)cc1
  A: 6%; B: 0%; C: 5%; D: 2%; E: -22%; F: -22

Compound profiles (already shown). Order of values: Sm TGR block	AMA1 RON2 block	Giardia FBPA inh	AmpC inh detg	HCV inhibitor	HCMV antiviral
O=C(CN1CCN(S(=O)(=O)c2ccccc2)CC1)Nc1ccccc1C(=O)NC1CC1 across the screens: 5%	-4%[11.6 µM]	nt	4%	0%	-8
COc1ccc([N+](=O)[O-])cc1N/C(=N/S(=O)(=O)c1ccccc1)c1ccccc1 across the screens: -2%	-26%	-10%	?	-14%	-9
CCN(CC)S(=O)(=O)c1ccc2oc(C(=O)O)c(C)c2c1 across the screens: 3%	-3%	?	3%	6%	7
O=C(C[C@H]1C/C=C\C[C@H](Cc2ccc(F)cc2)C(=O)OCCNC1=O)NCCO across the screens: nt	-3%	nt	nt	12%	-18
